# Screening results deposited in PubChem by several laboratories.
# Candida biofilm: kills Candida albicans biofilms; C. albicans biofilm + clotrimazole, Alamar Blue; inhibition, % at 6 µM; hit rate 0.14% among 85,000; AID 834;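 active = inhibition above 20%; inactive = inhibition below 20%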;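 note: preformed 24 hr biofilms exposed to compound for 48 hr; 0% = biofilm without compound and 100% = blank killed by clotrimazole plus chlorhexidine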
# CYP2C9 activ: increases human cytochrome P450 2C9 activity. recombinant CYP2C9, luciferin-H conversion, luminescence; active compounds read high; factor 1 = untreated enzyme, 0 = blocked. activation factor at 5 µM. hit rate 1.4% among 96,000. AID 1024;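 active = activation factor of 2 or more for CYP2C9 at a 5 µM dose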;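 note: 0 = sulfaphenazole-blocked wells and 1 = vehicle-only wells; values of inactives mirror those of a sister screen read the other way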
# PLK1 PBD inh: blocks phosphopeptide binding to human Plk1 polo box domain | P53350 | Plk1 PBD phosphopeptide binding, fluorescence polarization | inhibition, %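 (tested at about 20 µM)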 | hit rate 0.13% among 97,000; in the data active = inhibition above about 34%, passing the limit was not always enough
# Target sequence (P53350 whole entry, looked up, the tested form may be a part): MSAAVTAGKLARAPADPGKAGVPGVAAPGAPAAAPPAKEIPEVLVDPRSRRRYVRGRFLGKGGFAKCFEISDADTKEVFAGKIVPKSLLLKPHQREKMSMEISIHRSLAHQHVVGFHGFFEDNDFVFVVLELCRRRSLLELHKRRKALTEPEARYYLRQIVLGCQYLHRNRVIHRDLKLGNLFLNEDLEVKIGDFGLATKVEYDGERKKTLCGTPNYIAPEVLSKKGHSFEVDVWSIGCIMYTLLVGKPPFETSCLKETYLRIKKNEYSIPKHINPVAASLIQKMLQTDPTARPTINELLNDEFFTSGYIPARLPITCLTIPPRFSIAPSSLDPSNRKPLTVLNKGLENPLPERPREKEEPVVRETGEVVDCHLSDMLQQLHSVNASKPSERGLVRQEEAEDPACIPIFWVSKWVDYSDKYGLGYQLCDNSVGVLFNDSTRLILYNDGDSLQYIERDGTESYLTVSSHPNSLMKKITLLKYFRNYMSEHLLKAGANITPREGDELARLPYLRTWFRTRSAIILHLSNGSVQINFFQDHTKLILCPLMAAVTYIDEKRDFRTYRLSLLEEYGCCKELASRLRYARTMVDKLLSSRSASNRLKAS
# PTPN22 inh 2: blocks human PTPN22 phosphatase activity. hit rate 0.21% among 96,000. recombinant LYP catalytic domain, DiFMUP fluorescence. Q9Y2R2. inhibition, % at 2 µM. AID 640;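 active = inhibition at 2 µM at or above a set limit, the screen mean plus 3 SD, cut at about 24% in these data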;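 note: 0% = DMSO with enzyme and 100% = enzyme fully blocked by orthovanadate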
# PLK1 kinase inh: blocks human PLK1 kinase activity; P53350; recombinant PLK1 kinase, TR-FRET peptide phosphorylation; inhibition, % at 10 µM; hit rate 0.53% among 97,000; AID 619;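 active = inhibition of 50% or more in the single-concentration screen; inactive = inhibition below 50%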;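 note: 0% = DMSO max control and 100% = H-89 dihydrochloride min control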
# HIV Rev-RRE inh: inhibitors of HIV-1 Rev-RRE RNA interaction | P05866 | Rev peptide-RRE RNA binding, FRET | inhibition, % at 8 µM | hit rate 0.79% among 97,000;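 active = inhibition above the screen-wide mean plus 3 SD, cut at about 35% in these data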;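 note: 0% = median DMSO wells and 100% = median Neomycin B control wells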
# Target sequence (P05866 whole entry, looked up): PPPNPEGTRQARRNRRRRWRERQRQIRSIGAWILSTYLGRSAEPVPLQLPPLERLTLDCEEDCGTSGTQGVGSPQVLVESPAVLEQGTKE
#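 System: Cy5-labelled duplex RRE RNA binding fluorescein-labelled HIV Rev peptide; Signal: fluorescein-to-Cy5 FRET, 480 nm excitation; Also added: labelled Rev peptide; Compound: one concentration, 8 µM nominal; Buffer or medium: HEPES pH 7.5 salt buffer with EDTA; Read-out: % inhibition of FRET ratio versus controls; Schedule: 5 min preincubation and 15 min binding, 25 °C.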
# PTPN22 act: activators of human LYP (PTPN22) phosphatase. Q9Y2R2. recombinant LYP, DiFMUP fluorescence; 0 = plate median, 100 = signal doubled. activation, % at 2 µM. hit rate 0.11% among 96,000. AID 697;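 active = activation at 2 µM above a set limit, the mean plus 5 SD, cut at about 37% in these data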
# EphB4 antag: EphB4-ephrin-B2 interaction antagonism | P54760 | EphB4 LBD / TNYL-RAW-Alexa532 peptide, fluorescence polarization | inhibition, % at 7 µM | hit rate 0.15% among 97,000;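 active = inhibition above the screen-wide mean inhibition plus 3 SD, cut at about 15% in these data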;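 note: 0% = DMSO wells and 100% = excess unlabeled TNYL-RAW peptide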
# CYP2C9 inh: inhibitors of human CYP2C9 | P11712 | CYP2C9 Supersomes, luciferin-H conversion, luminescence | inhibition, % at 5 µM | hit rate 20% among 96,000 | AID 777;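 active = blocking of liver enzyme CYP2C9 beyond about 50% at 5 µM, limit read from the data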; note: values of inactives mirror those of a sister screen read the other way
# Starred values were filed as active, the others as inactive; · = not tested or not shown. Not a hit list (roughly 20% active in at least one column).
SMILES	Candida biofilm	CYP2C9 activ	PLK1 PBD inh	PTPN22 inh 2	PLK1 kinase inh	HIV Rev-RRE inh	PTPN22 act	EphB4 antag	CYP2C9 inh
O=C(O)CCc1ccc(-c2ccccc2)n1Cc1ccco1	5	0.5	-22	-8	-10	10	7	2	47
CCOC(=O)C1C(=O)NC(c2ccccc2)=NC1c1ccc(C(C)C)cc1 (stereo not drawn)	·	1	-15	9	0	7	-7	4	1
Cc1occc1C(=O)OCC(=O)Nc1ccc(F)cc1	10	0.7	-11	-20	-10	9	17	5	32
O=C(CN1CCOCC1)Nc1nc2ccc(F)cc2s1	7	1	13	2	-4	1	-5	0	5
CCOC(=O)COc1ccc2c(c1)C(=O)CC1(CCN(C(C)=O)CC1)O2	1	1	-8	7	-8	4	-9	-5	-1
CC(=O)Nc1ccc(N=Cc2ccc[nH]2)cc1	·	1.3	-9	-6	-2	6	9	-7	-35
COCCCNC(=O)CCC(=O)Nc1ccc2nc(N3CCOCC3)cc(C)c2c1	7	1	2	-3	-6	2	1	-8	0
CCc1c(C#N)c(SCCC(=O)Nc2ccc(F)cc2)nc2c1C(=O)CC(C)(C)C2	·	0	-26	6	-11	16	-7	0	97*
Cc1c(C(N)=O)sc2nc(-c3ccccc3)cn12	8	0.8	-2	-10	46	0	6	-3	17
Fc1ccc(C(c2nnnn2Cc2cccs2)N2CCN(C3CCCCC3)CC2)cc1 (stereo not drawn)	-4	0.9	4	-7	-1	6	5	5	9
CCOC(=O)c1nnc(-c2cccs2)nc1NC(C)C	·	1	4	-4	-14	-2	8	-3	-1
O=C(O)C1CC=CCC1C(=O)NCc1ccc2c(c1)OCO2 (stereo not drawn)	0	·	13	-3	-18	1	0	3	·
Cc1cc(NCCCn2ccnc2)n2c(nc3ccccc32)c1C#N	5	0.2	-2	1	-8	9	-3	1	83*
CCOC(=O)C1=C(C)NC(=O)NC1c1ccc(OCC(=O)Nc2ccccc2)c(OC)c1 (stereo not drawn)	·	0.1	-37	-8	2	9	5	0	91*
COc1ccc(CCn2c(=N)c(C(=O)NCc3ccco3)cc3c(=O)n4ccccc4nc32)cc1	·	0.9	-22	9	2	17	-4	2	11
Cc1cc(C)c[n+](CC(=O)c2cc3ccccc3oc2=O)c1	·	1.1	12	-3	-3	-1	6	-13	-8
COc1ccc(C2C3=C(CCCC3=O)Nc3nc(SCc4ccc(C(=O)O)cc4)nn32)cc1OC (stereo not drawn)	10	1	-2	1	-16	4	-1	0	1
Cn1cnnc1SCC(=O)Nc1c(F)cc(F)cc1Br	-2	1	10	2	-3	11	1	-1	-4
O=C(NNC(=S)NC(=O)c1ccccc1[N+](=O)[O-])c1ccccc1	8	·	-1	1	-15	2	-1	7	·
O=C(c1ccco1)N1CCN(S(=O)(=O)c2ccc(Br)s2)CC1	8	0.6	19	3	-3	1	1	-13	43
Cc1ccc(C(=O)c2c(NC(=O)c3cccnc3)sc3c2CCCC3)cc1	·	0.8	-16	-2	-7	11	4	-3	15
Fc1cccc(C2NC(=S)NC3=C2N2CCC3CC2)c1 (stereo not drawn)	10	0.9	-2	0	-8	2	4	-9	11
Cc1cc(N2CCC(C(=O)NC3CC3)CC2)nc(-c2ccccc2)n1	4	0.9	1	-5	-7	4	2	4	6
C=CCn1c(C)cc(C(=O)CSc2nnc3c(Cl)cc(Cl)cn23)c1C	2	1.9	19	11	-8	1	-9	-1	-88
O=C(CSCc1c(F)cccc1Cl)NCC1CCCO1 (stereo not drawn)	13	1.1	-16	10	-4	-2	-6	-1	-8
O=C(c1cccc(Br)c1)c1cn(-c2ccccc2)nc1C(=O)c1ccccc1	·	0.5	-8	2	-6	9	-5	7	46
CN(C)c1ccc(C=Nc2ccc(N(C)C)cc2)cc1	3	·	-11	6	-9	-20	-6	-8	·
COC(=O)c1c(NC(=O)C(C)(C)C)sc2c1C(C(=O)OC)CC2 (stereo not drawn)	4	0.7	25	14	-12	5	-12	8	31
c1ccc(CNc2ncnc3c2cnn3-c2ccccc2)cc1	5	0.5	-13	-3	-13	7	4	-9	54*
COc1ccc(Nc2ncccc2C(=O)NCc2ccccc2)cc1	-5	0.2	-21	-6	0	3	5	3	79*

# Continued; it opens with the 5 that closed the last part.
SMILES	Candida biofilm	CYP2C9 activ	PLK1 PBD inh	PTPN22 inh 2	PLK1 kinase inh	HIV Rev-RRE inh	PTPN22 act	EphB4 antag	CYP2C9 inh
O=C(c1cccc(Br)c1)c1cn(-c2ccccc2)nc1C(=O)c1ccccc1	·	0.5	-8	2	-6	9	-5	7	46
CN(C)c1ccc(C=Nc2ccc(N(C)C)cc2)cc1	3	·	-11	6	-9	-20	-6	-8	·
COC(=O)c1c(NC(=O)C(C)(C)C)sc2c1C(C(=O)OC)CC2 (stereo not drawn)	4	0.7	25	14	-12	5	-12	8	31
c1ccc(CNc2ncnc3c2cnn3-c2ccccc2)cc1	5	0.5	-13	-3	-13	7	4	-9	54*
COc1ccc(Nc2ncccc2C(=O)NCc2ccccc2)cc1	-5	0.2	-21	-6	0	3	5	3	79*
COc1ccc(C(=O)Nc2nncs2)cc1S(=O)(=O)N1CC(c2ccccc2)CC1=O (stereo not drawn)	8	0.2	3	7	-14	0	-8	-1	84*
Cc1cc(C)c(C#N)c(SC(F)F)n1	3	1.2	-14	-6	-5	9	3	2	-23
O=C(Cn1cnc2c(cnn2-c2ccc(F)cc2)c1=O)NCC1CCCO1 (stereo not drawn)	-2	1.1	1	4	-6	6	-4	1	-9
N#C/C(=C/c1ccc(Sc2nc3ccccc3[nH]2)o1)c1cccc(F)c1	6	0	-30	-2	0	16	2	4	95*
O=C(Cn1nnc(-c2ccccc2Cl)n1)N/N=C/c1ccc2c(c1)OCO2	·	1.8	-19	13	-10	9	-11	-1	-76
CCCCNc1nc(CC)c2c(c1C#N)CCCC2	2	0.6	-3	-13	-2	21	12	-2	38
Cc1nn(-c2ccccn2)c2nc(-c3cccs3)cc(C(=O)NCc3ccco3)c12	3	0.1	24	-6	-13	1	7	2	86*
CCOC(=O)CSc1nc(Nc2ccc3c(c2)OCO3)c2ccccc2n1	-1	0	3	0	-7	10	3	-1	98*
CCn1c(COc2cccc(OC)c2)nnc1SCC(=O)Nc1cccc(OC)c1	3	0.4	20	14	-4	16	-16	1	64*
COc1ccc(N(CC(=O)Nc2ccc3c(c2)OCCO3)S(=O)(=O)c2c(C)noc2C)cc1	6	0.7	5	-13	-11	5	11	9	26
CCn1ncc(Br)c1C(=O)Nc1ccc(F)cc1F	4	1.1	-11	-10	-7	4	6	-3	-10
O=C(CN(Cc1cccs1)C(=O)CN1C(=O)COc2ccccc21)NCc1ccco1	-1	0.9	-7	-11	-6	5	10	-5	13
C=CCN1C(=O)/C(=C\c2ccc(C)cc2)N=C1SCC(=O)NCCC	·	0.8	-7	8	-18	11	-8	6	21
COc1ccc(-c2cc(C(F)(F)F)n3nc(C(=O)N4CCOCC4)c(Cl)c3n2)cc1	-7	1	-22	2	-7	4	-4	5	1
CCCOc1ccc(/C=N/NC(=O)c2ccc(Cn3cc([N+](=O)[O-])cn3)o2)cc1	·	1	19	13	-14	19	-11	0	-1
COc1ccc2nc(SCC(=O)NC(C)C)[nH]c2c1	5	0.9	-19	9	-4	9	-7	4	11
Cc1c(NC(=O)C(C)OC(=O)CC2Sc3ccccc3NC2=O)c(=O)n(-c2ccccc2)n1C (stereo not drawn)	10	0.5	-3	4	-19	3	-8	-1	48
Cc1ccc(C(=O)C2C(c3ccc(-c4ccccc4[N+](=O)[O-])o3)NC(=O)NC2(O)C(F)(F)F)cc1 (stereo not drawn)	·	·	-11	10	-6	13	-4	2	·
CCOC(=O)N1CCC(NC(=O)c2cc(C(=O)NCc3cccc(Cl)c3)ccc2CO)CC1	4	0.7	6	-4	-1	4	4	-6	28
CCOC(=O)c1ccc(NC(=O)C2=C(C)Nc3nc(CCCO)nn3C2c2cccc(C)c2)cc1 (stereo not drawn)	1	0.8	21	-8	5	6	7	-3	17
Cc1ccc(C(=O)C(OC(=O)COc2ccccc2C)c2ccccc2)cc1 (stereo not drawn)	·	0.6	-13	1	-6	22	1	3	39
Cc1cccc(OCC(=O)N2CCN(C(=O)Cc3ccccc3)CC2)c1	0	0.9	-4	-6	-14	0	3	-5	5
CCOc1ccc(-c2nnn(CC(=O)c3ccc4c(c3)OCCO4)n2)cc1	2	1	1	2	-9	9	-4	-1	-2
CC(C)N(C(=O)CSc1nc2ccccc2n1Cc1ccc(F)cc1)C(C)C	6	·	-6	13	-1	10	-16	4	·
COc1ccccc1C(=O)Nc1ccon1	3	1.3	-6	3	3	4	-1	-6	-34
CCOC(=O)c1oc2ccc(CNC3CCCCC3)c(Cl)c2c1C	9	·	1	3	-8	18	-5	0	·
Cc1ccc(NC(=O)Cn2c(=O)n(Cc3ccco3)c(=O)c3ccccc32)c(C)c1	7	0.6	-9	-8	4	-2	8	6	43
CCCOc1ccc(C(=O)Nc2ccc(N3CCN(C(C)=O)CC3)cc2)cc1	·	·	-5	3	-15	-2	-6	-4	·
Cc1cc(O)c(C(C)C)cc1N=C1CSC(=O)N1	-1	0.6	12	-14	-5	27	11	-1	38
C=CCNC(=S)NNC(=O)c1cccn(Cc2ccc(Cl)cc2Cl)c1=O	·	0.3	-12	49*	-11	-1	-47	-3	68*
Cn1ncc2c(Nc3cccc4ccccc34)ncnc21	10	1	-7	2	8	6	-5	4	-2
Cc1ccc(-c2ccccc2NC(=O)CCl)o1	5	1	-13	-11	-3	2	7	-8	2
CCS(=O)(=O)Nc1ccc(C2=NN(C(=O)c3ccco3)C(c3ccc(C)cc3)C2)cc1 (stereo not drawn)	·	0.6	-18	-5	-3	9	9	-2	42

# Record cards, from the list above. Screens in order: Candida biofilm	CYP2C9 activ	PLK1 PBD inh	PTPN22 inh 2	PLK1 kinase inh	HIV Rev-RRE inh	PTPN22 act	EphB4 antag	CYP2C9 inh
# Shown for Fc1ccc(C(c2nnnn2Cc2cccs2)N2CCN(C3CCCCC3)CC2)cc1 (stereo not drawn) : -4	0.9	4	-7	-1	6	5	5	9
# Shown for Cc1cc(O)c(C(C)C)cc1N=C1CSC(=O)N1 : -1	0.6	12	-14	-5	27	11	-1	38
# Shown for Cc1occc1C(=O)OCC(=O)Nc1ccc(F)cc1 : 10	0.7	-11	-20	-10	9	17	5	32
# Shown for c1ccc(CNc2ncnc3c2cnn3-c2ccccc2)cc1 : 5	0.5	-13	-3	-13	7	4	-9	54*
# Shown for O=C(Cn1nnc(-c2ccccc2Cl)n1)N/N=C/c1ccc2c(c1)OCO2 : ·	1.8	-19	13	-10	9	-11	-1	-76
